KB-3-1 cytotox – qHTS assay for MDR1-selective chemotherapeutics: Primary screen using the parental adenocarcinoma cell KB-3-1. Potency, µM (doses to about 46.1 µM), for the others: top-dose activity change, negative = cytotoxic, most hits filed as cytotoxic. 400,000 compounds, 1.4% hits. KB-3-1 viability, CellTiter-Glo ATP luminescence, 72 h; further: potency means the concentration at half of the fitted maximal effect; on the % scale 0 is the no-effect control and ±100 the full control effect; nearly all actives have a fitted effect of over 60% in size
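Viability of parental KB-3-1 cells, measured by CellTiter-Glo luminescence, followed a 72 h incubation at 37 °C with pinned compounds in phenol-red-free DMEM containing 10% FBS.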
GLP1R ag – qHTS of GLP-1 Receptor Agonists; Glucagon-like peptide 1 receptor (Homo sapiens), P43220; HEK293 GLP-1R CRE-luciferase, luminescence, 4-6 h; cells express a hypersensitive GLP-1R form; Potency, µM (titrated, usually from 45.6 µM), for the others: top-dose activation, most hits filed as activators; 380,000 compounds, 0.007% hits; further: potency means the concentration at half of the fitted maximal effect; % of control where 0% means no effect
Target sequence (P43220 whole entry, looked up): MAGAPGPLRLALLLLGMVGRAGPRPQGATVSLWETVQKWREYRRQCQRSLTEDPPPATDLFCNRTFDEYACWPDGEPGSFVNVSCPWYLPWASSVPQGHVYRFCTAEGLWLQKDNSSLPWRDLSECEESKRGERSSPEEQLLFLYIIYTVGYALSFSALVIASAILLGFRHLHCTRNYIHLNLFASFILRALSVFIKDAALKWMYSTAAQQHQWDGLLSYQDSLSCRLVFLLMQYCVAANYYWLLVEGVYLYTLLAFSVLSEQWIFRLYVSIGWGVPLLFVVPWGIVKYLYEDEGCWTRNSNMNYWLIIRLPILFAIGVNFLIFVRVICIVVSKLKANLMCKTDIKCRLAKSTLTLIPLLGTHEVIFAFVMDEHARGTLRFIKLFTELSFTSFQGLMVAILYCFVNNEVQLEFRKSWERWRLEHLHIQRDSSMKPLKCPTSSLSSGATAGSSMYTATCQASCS
D3 antag – qHTS of D3 Dopamine Receptor Antagonist: qHTS. D(3) dopamine receptor (Homo sapiens), P35462. 360,000 compounds, 2.5% hits. AID 652054, 2013. max response, negative = inhibition, %. D3R cells, DiscoveRx beta-arrestin luminescence, antagonist mode; hits give low values; in the data active means max response below about -50%; inconclusive means no clear call, values can overlap the other calls; further: on the % scale 0 is the no-effect control and ±100 the full control effect; mostly tested at two doses, the higher about 12 µM
Target sequence (P35462 whole entry, looked up): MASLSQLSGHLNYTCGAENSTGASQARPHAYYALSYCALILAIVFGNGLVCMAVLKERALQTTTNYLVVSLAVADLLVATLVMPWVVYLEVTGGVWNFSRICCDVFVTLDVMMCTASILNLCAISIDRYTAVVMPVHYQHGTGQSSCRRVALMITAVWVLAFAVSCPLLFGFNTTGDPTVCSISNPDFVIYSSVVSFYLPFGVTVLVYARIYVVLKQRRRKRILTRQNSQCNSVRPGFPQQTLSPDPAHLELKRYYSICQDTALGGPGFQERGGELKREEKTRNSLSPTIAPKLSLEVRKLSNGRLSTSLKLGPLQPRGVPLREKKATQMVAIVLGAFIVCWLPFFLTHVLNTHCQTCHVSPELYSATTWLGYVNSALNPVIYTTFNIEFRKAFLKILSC
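Cells plated overnight at 1500 cells/well, then exposed to library compounds with dopamine controls for 90 minutes at 37 degrees C. DiscoveRx reagent added for 30–60 minutes at room temperature; luminescence read, quantitative HTS format.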
IL1B secr inh – qHTS for Inhibitors of Inflammasome Signaling: IL-1-beta AlphaLISA Primary Screen | activity change, % at 57.5 µM | 360,000 compounds, 4.7% hits | AID 743279, 2014 | THP-1 LPS/ATP IL-1B secretion, AlphaLISA, 16 h; hits give low values; in the data active means activity change below about -50%; inconclusive means mostly about -30% to -49%; further: on the % scale 0 is the no-effect control and ±100 the full control effect
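Secreted IL-1B measured by AlphaLISA bead assay after 16 h compound exposure of THP-1 cells; compounds (final up to 57.5 uM) added 1 h before LPS (250 ng/mL) and ATP (1.25 mM) stimulation; lower signal means less secretion.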
DRD3 agonist – qHTS of D3 Dopamine Receptor Agonist: qHTS. AID 652048, 2013. max activation, %. D3R DiscoveRx beta-arrestin cells, luminescence, 90 min. 410,000 compounds, 0.58% hits; in the data active means max activation above about 30%; further: 0% is about no effect; mostly tested at two doses, the higher about 12 µM
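Cells at 1500/well, incubated overnight, then treated with pinned compounds (dopamine as control) for 90 min at 37 degrees C. DiscoveRx reagent added for 30 - 60 minutes at room temperature; luminescence read.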
HT1080-NT tox – qHTS for induction of synthetic lethality in tumor cells producing 2HG: qHTS for the HT-1080-NT fibrosarcoma cell line. AID 686970, 2013. Potency, µM (highest dose often 46.1 µM), inactives show top-dose activity, negative = less viability, most hits filed as cytotoxic. HT-1080-NT fibrosarcoma viability, CellTiter-Glo ATP luminescence, 48 h. 360,000 compounds, 1.6% hits;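 further: NT is the 2HG producing partner of a matched IDH1 knockdown line; potency means the concentration at half of the fitted maximal effect; 0% = DMSO-treated cells and -100% = media-only wells without cells; nearly all actives have a fitted effect of over 55% in size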
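750 cells/well, RPMI + 5% FBS; 2 h settle, compound pin-transfer, 48 h at 37 degrees C. CellTiter-Glo 10 min RT, luminescence. Normalized to DMSO and media-only wells.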
HT1080 IDH1KD tx – qHTS for induction of synthetic lethality in tumor cells producing 2HG: qHTS for the HT-1080-IDH1KD cell line | HT-1080 IDH1 knockdown viability, ATP luminescence, 48 h | Potency, µM (doses to about 46.1 µM), without a hit: at the top dose activity, negative = toxicity, most hits filed as cytotoxic | 360,000 compounds, 2% hits | AID 686971, 2013;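 further: potency means the concentration at half of the fitted maximal effect; 0% = DMSO wells and -100% = cell-free medium wells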
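% activity derives from luminescence (CellTiter-Glo), normalised to DMSO and no-cell wells. HT-1080-IDH1KD cells, 750/well, had 48 h compound exposure at 37 °C.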
KB-V1 MDR tox – qHTS assay for MDR1-selective chemotherapeutics: Primary screen using the drug-selected MDR subline cells KB-V1; 400,000 compounds, 3.4% hits; KB-V1 MDR cells viability, CellTiter-Glo, 72 h; Potency, µM (doses to about 46.1 µM), for inactives: at the highest dose activity change, negative = cytotoxicity, most hits filed as cytotoxic; further: potency means the concentration at half of the fitted maximal effect; on the % scale 0 is the no-effect control and ±100 the full control effect; nearly all actives have a fitted effect of over 60% in size
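Cells of the MDR subline KB-V1 are plated, dosed with compound at multiple concentrations, and incubated 72 h at 37 degrees C; CellTiter-Glo is then added and luminescence read after 10 min.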
SW480 rereplic – A quantitative high throughput screen for small molecules that induce DNA re-replication in SW480 colon adenocarcinoma cells; SW480 DNA re-replication, Hoechst DNA content imaging, 48 h; Potency, µM (top dose mostly 46.1 µM), for the others: top-dose re-replication activation, usual class: activators; 340,000 compounds, 1.8% hits; AID 624297, 2012; further: potency means the concentration at half of the fitted maximal effect; % of control where 0% means no effect; nearly all actives have a fitted effect of over 55% in size
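Readout is total intensity of Hoechst-stained nuclei, excited at 405 nm and collected at 500-530 nm. Compound treatment lasted 48 hr at 37 C in 5% CO2 before staining.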
The depositor's hits bear a star; & = joins results of further samples; [ ] = another dose, or the depositor's remark. Unless noted, the call rests on the fitted dose curve; in most records, active means well fitted curve in the direction sought with a large enough effect; inconclusive means small, poorly fitted or top-dose-only effect, or another doubt; inactive means no such curve, though single readings can be large; an effect the other way counts as inactive or inconclusive. The list is partial (hit frequency here may not be typical).

How did OC(Cc1ccccc1)(c1ccccc1)C1CN2CCC1CC2 (centres undefined) do in these assays?
KB-3-1 cytotox: 0.0%; GLP1R ag: -4.1%; D3 antag: -1.0; IL1B secr inh: -14.3; DRD3 agonist: -4.1; HT1080-NT tox: inconclusive; HT1080 IDH1KD tx: inconclusive; KB-V1 MDR tox: -8.0%; SW480 rereplic: inconclusive

What do the screens show for `O=c1[nH]c(=S)n(-c2cccc(Cl)c2)c(O)c1/C=N/N1CCOCC1`?
KB-3-1 cytotox: -2.9%; GLP1R ag: -4.3%; D3 antag: -6.1; IL1B secr inh: 7.1; DRD3 agonist: 3.6; HT1080-NT tox: -3.8%; HT1080 IDH1KD tx: -3.8%; KB-V1 MDR tox: 9.0%; SW480 rereplic: 3.6%

How did COC(=O)[C@@H](Cc1ccccc1)N(Cc1ccccc1)S(=O)(=O)N(Cc1ccccc1)[C@H](Cc1ccccc1)C(=O)OC do in these assays?
KB-3-1 cytotox: inconclusive; GLP1R ag: -4.3%; D3 antag: -7.9; IL1B secr inh: 5.6; DRD3 agonist: 14.7; HT1080-NT tox: -0.6%; HT1080 IDH1KD tx: -0.8%; KB-V1 MDR tox: inconclusive; SW480 rereplic: -6.1%[9.22 µM]

What do the screens show for `Cc1ccc(-n2c(CNCc3ccc(F)cc3)nc3ccccc3c2=O)cc1`?
KB-3-1 cytotox: -0.1%; GLP1R ag: -4.6%; D3 antag: -6.6; IL1B secr inh: 5.6; DRD3 agonist: -10.6; HT1080-NT tox: 7.6%; HT1080 IDH1KD tx: -0.8%; KB-V1 MDR tox: 0.0%; SW480 rereplic: -45.7%[inhibitor]

How did CC(C)=CCc1c(O)cc2c(c1O)C(=O)CC(c1ccc(O)cc1)O2 (centres undefined) do in these assays?
KB-3-1 cytotox: 0.0%; GLP1R ag: 7.4%; D3 antag: 1.5; IL1B secr inh: 26.4; DRD3 agonist: -13.3; HT1080-NT tox: -0.4%; HT1080 IDH1KD tx: 0.7%; KB-V1 MDR tox: 0.0%; SW480 rereplic: 0.6%

Results for CN1C(=O)CN=C(c2ccc[nH]2)c2cc(Cl)ccc21 (tested in a mixture with another compound) ?
KB-3-1 cytotox: -2.8%; GLP1R ag: 0.3%; D3 antag: 0.0; IL1B secr inh: -1.0; DRD3 agonist: 1.3; HT1080-NT tox: -13.5%; HT1080 IDH1KD tx: -15.6%; KB-V1 MDR tox: -1.7%

How did COc1ccc(-n2nnnc2C(c2cccc3ccccc23)N2CCC(n3c(=O)[nH]c4ccccc43)CC2)cc1 (centres undefined) do in these assays?
KB-3-1 cytotox: inconclusive; GLP1R ag: 0.6%; D3 antag: 116.6; IL1B secr inh: -8.8; DRD3 agonist: 12.9; HT1080-NT tox: inconclusive; HT1080 IDH1KD tx: inconclusive; KB-V1 MDR tox: -22.8%

Results for O=c1c2ccccc2nc(-c2ccccc2F)n1-c1ccccc1 ?
KB-3-1 cytotox: 17.3%; GLP1R ag: 9.0%; D3 antag: -19.6; IL1B secr inh: 20.9; DRD3 agonist: -9.2; HT1080-NT tox: 3.7%; HT1080 IDH1KD tx: -11.6%; KB-V1 MDR tox: 21.3%; SW480 rereplic: 2.8%

Results for O=C(CCc1nc(-c2ccccc2F)no1)N1CCC2(CC1)OCCO2 ?
KB-3-1 cytotox: -2.9%; GLP1R ag: 0.9%; D3 antag: -5.8; IL1B secr inh: 28.7; DRD3 agonist: 4.2; HT1080-NT tox: 6.5%; HT1080 IDH1KD tx: 10.4%; KB-V1 MDR tox: -0.6%; SW480 rereplic: -2.2%

How did CCOC(=O)CNC(=O)N1Cc2ccc(Br)cc2-n2nncc2C1 do in these assays?
KB-3-1 cytotox: -14.7%; GLP1R ag: -2.1%; D3 antag: -2.9; IL1B secr inh: 8.9; DRD3 agonist: 0.0; HT1080-NT tox: 17.3%; HT1080 IDH1KD tx: 5.6%; KB-V1 MDR tox: -13.0%

How did CCC(C)NC(=O)CCC(=O)OC1O[C@H]2OC3(C)CC[C@H]4[C@H](C)CCC(C1C)C24OO3 (some centres undefined) do in these assays?
KB-3-1 cytotox: 5.17µM*; GLP1R ag: -1.4%; D3 antag: 3.3; IL1B secr inh: inconclusive; DRD3 agonist: 4.7; HT1080-NT tox: 7.31µM*; HT1080 IDH1KD tx: 7.31µM*; KB-V1 MDR tox: 0.0%; SW480 rereplic: 18.4µM*

What do the screens show for `C[C@H]1[C@@H](OS(=O)(=O)O)C[C@@H]2C[C@H]([C@@H](O)c3cc(=O)[nH]c(=O)[nH]3)NC3=NC[C@H]1N32`?
KB-3-1 cytotox: 1.03µM*; GLP1R ag: -10.0%; D3 antag: 0.0; IL1B secr inh: -23.2; DRD3 agonist: 21.3; HT1080-NT tox: 2.06µM*; KB-V1 MDR tox: 2.06µM*; SW480 rereplic: inconclusive

Results for CC(C)NC(C)C(=O)c1ccc2ccccc2c1 (centres undefined) ?
KB-3-1 cytotox: 24.1%; GLP1R ag: 12.3%; D3 antag: -8.9; IL1B secr inh: 14.5; DRD3 agonist: -3.8; HT1080-NT tox: 1.6%; HT1080 IDH1KD tx: 0.0%; KB-V1 MDR tox: inconclusive; SW480 rereplic: -4.9%

How did Cc1c(CC(=O)N2C[C@H]3C[C@@H](C2)c2cccc(=O)n2C3)c(=O)oc2cc(O)c(Cl)cc12 do in these assays?
KB-3-1 cytotox: 0.0%; GLP1R ag: 5.2%; D3 antag: -8.7; IL1B secr inh: -12.6; DRD3 agonist: 15.2; HT1080-NT tox: 8.5%; HT1080 IDH1KD tx: 10.1%; KB-V1 MDR tox: -16.3%; SW480 rereplic: inconclusive

How did COc1ccc(-n2c(O)c(C=Nc3c(C)n(C)n(-c4ccccc4)c3=O)c(=O)[nH]c2=O)cc1 do in these assays?
KB-3-1 cytotox: 3.5%; GLP1R ag: 0.8%; D3 antag: -6.5; IL1B secr inh: 7.1; DRD3 agonist: -5.4; HT1080-NT tox: -0.5%; HT1080 IDH1KD tx: -6.7%; KB-V1 MDR tox: 22.2%; SW480 rereplic: -4.0%

Results for Cc1cc(OCC(=O)N2CCC(C(=O)O)(c3ccccc3)CC2)c2c(C)cc(=O)oc2c1 ?
KB-3-1 cytotox: -6.7%; GLP1R ag: -0.2%; D3 antag: -1.9; IL1B secr inh: 1.7; DRD3 agonist: -20.7; HT1080-NT tox: 0.1%; HT1080 IDH1KD tx: -1.4%; KB-V1 MDR tox: -9.7%; SW480 rereplic: inconclusive

How did CC(N)C(=O)OC(C)(C)Cc1ccc(Cl)cc1 (centres undefined) do in these assays?
KB-3-1 cytotox: 0.0%; GLP1R ag: -5.1%&-1.1%; D3 antag: 0.0; IL1B secr inh: -12.4; DRD3 agonist: -26.4&-3.7; HT1080-NT tox: inconclusive; HT1080 IDH1KD tx: -27.4%; KB-V1 MDR tox: -10.4%; SW480 rereplic: inconclusive

Results for COc1ccc(-n2c(O)c(C=NCCCn3ccnc3)c(=O)[nH]c2=O)cc1 ?
KB-3-1 cytotox: 13.0%; GLP1R ag: 8.2%; D3 antag: -4.4; IL1B secr inh: 17.5; DRD3 agonist: -2.4; HT1080-NT tox: 8.5%; HT1080 IDH1KD tx: 3.6%; KB-V1 MDR tox: 7.2%; SW480 rereplic: -7.8%

Results for O=C(Nc1cccc(Cl)c1)OC1CN2CCC1CC2 (centres undefined) ?
KB-3-1 cytotox: inconclusive; GLP1R ag: -6.1%; D3 antag: -11.0; IL1B secr inh: inconclusive; DRD3 agonist: -11.4; HT1080-NT tox: -0.8%; HT1080 IDH1KD tx: 0.4%; KB-V1 MDR tox: inconclusive; SW480 rereplic: inconclusive

Results for O=C1CC(=O)N(c2ccc3c(c2)OCO3)C(=O)N1 ?
KB-3-1 cytotox: 3.8%; GLP1R ag: -7.2%; D3 antag: 17.6; IL1B secr inh: 22.6; DRD3 agonist: -4.0; HT1080-NT tox: 9.9%; HT1080 IDH1KD tx: 13.5%; KB-V1 MDR tox: -0.8%; SW480 rereplic: -10.8%

What do the screens show for `COC1C(C)OC(OC2CC(C)(O)Cc3cc4c(c(O)c32)C(=O)c2c(O)cc3c(c2C4=O)OC2OC3(C)C(O)C(N(C)C)C2O)C(OC)C1(C)OC` (centres undefined)?
KB-3-1 cytotox: 0.461µM*; GLP1R ag: -13.5%; D3 antag: 3.0; IL1B secr inh: -99.2*; DRD3 agonist: 5.6; HT1080-NT tox: inconclusive; HT1080 IDH1KD tx: 16.4µM*; KB-V1 MDR tox: -20.6%; SW480 rereplic: -7.8%

How did COC(=O)C1=C(c2cccc(OCc3ccccc3)c2)C[C@@H]2CC[C@H]1N2C(=O)NCc1cccc(F)c1 do in these assays?
KB-3-1 cytotox: inconclusive; GLP1R ag: -0.6%; D3 antag: -12.6; IL1B secr inh: -15.2; DRD3 agonist: -0.6; HT1080-NT tox: inconclusive; HT1080 IDH1KD tx: -22.9%; KB-V1 MDR tox: inconclusive; SW480 rereplic: 6.2%

Source: PubChem BioAssay (National Center for Advancing Translational Sciences (NCATS))
